From PubChem BioAssay
MITF primary – blocks human microphthalmia-associated transcription factor. O75030. AlphaScreen MITF homodimerization, bead proximity signal. inhibition, % at 2.6 µM. 650,000 compounds, 0.91% hits. AID 1259374; in the data active = inhibition above about 50%;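 also: 0% = vehicle wells with protein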
GPR151 activ – activates the human receptor GPR151 | Q8TDV0 | activation, % at 11.2 µM | 650,000 compounds, 1% hits | PathHunter beta-arrestin GPR151 cells, luminescence; in the data active = activation above about 4.9%;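 also: 0% = median of compound wells and 100% = cells with positive control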
Target sequence (Q8TDV0 whole entry, looked up): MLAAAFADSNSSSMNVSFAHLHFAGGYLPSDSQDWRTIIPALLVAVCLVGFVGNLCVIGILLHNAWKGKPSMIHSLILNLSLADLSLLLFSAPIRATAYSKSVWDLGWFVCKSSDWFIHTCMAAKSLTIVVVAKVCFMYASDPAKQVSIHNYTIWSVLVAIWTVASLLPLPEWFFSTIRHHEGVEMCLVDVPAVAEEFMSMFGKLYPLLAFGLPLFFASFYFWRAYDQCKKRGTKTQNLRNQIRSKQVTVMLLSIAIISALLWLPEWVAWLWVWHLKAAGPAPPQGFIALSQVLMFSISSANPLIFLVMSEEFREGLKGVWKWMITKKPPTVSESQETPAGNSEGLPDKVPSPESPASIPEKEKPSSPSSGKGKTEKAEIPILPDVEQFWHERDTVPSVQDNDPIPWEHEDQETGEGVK
TEAD-YAP block – TEAD-YAP interaction inhibition; HEK-TIYL cells, TEAD-Gal4/YAP UAS-luciferase luminescence; inhibition, % at 9.12 µM; 640,000 compounds, 1.4% hits; in the data active = inhibition above about 32%;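 also: 0% = median of test compound wells and 100% = reference inhibitor wells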
FBW7 activator – activators of human E3 ligase FBW7; Q969H0; normalized activity (activation), % at 26.1 µM; AlphaScreen FBW7–phospho-cyclin E peptide binding, activator screen; 650,000 compounds, 0.13% hits; in the data active = normalized activity above about 1.9%;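 also: purified mutant Fbw7 with reduced substrate affinity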
Target sequence (Q969H0 whole entry, looked up): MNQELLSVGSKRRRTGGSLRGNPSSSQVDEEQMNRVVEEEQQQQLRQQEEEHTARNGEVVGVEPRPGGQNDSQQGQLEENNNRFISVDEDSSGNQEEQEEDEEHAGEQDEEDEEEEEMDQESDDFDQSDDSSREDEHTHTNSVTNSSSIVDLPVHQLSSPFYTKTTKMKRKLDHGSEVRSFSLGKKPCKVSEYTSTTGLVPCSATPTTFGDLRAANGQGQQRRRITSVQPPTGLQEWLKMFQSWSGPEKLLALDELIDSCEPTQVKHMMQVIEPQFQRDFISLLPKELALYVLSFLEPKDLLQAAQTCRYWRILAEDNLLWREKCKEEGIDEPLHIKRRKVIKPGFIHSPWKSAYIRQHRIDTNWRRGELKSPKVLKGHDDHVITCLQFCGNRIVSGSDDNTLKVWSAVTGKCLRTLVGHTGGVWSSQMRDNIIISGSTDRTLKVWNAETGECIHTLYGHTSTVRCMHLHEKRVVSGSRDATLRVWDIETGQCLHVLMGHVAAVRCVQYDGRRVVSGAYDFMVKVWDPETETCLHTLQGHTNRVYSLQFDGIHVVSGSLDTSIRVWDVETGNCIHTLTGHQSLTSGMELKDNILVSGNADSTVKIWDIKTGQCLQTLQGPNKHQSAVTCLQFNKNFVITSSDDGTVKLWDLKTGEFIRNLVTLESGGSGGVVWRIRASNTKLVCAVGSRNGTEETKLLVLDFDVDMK
Numbers without * were called inactive; & = joins results of further samples.

`CC1=CC(c2ccccc2)n2nc(NC(=O)c3ccc(F)cc3)nc2N1` (centres undefined) gave MITF primary -13, GPR151 activ 1.2, TEAD-YAP block 1 and FBW7 activator -0.1.
`CCOCC(=O)Nc1ccc(-c2ccc3nnc(C)n3n2)cc1` gave MITF primary 7, GPR151 activ -0.8, TEAD-YAP block 4 and FBW7 activator 0.0.
For O=C1CCCC2=C1C(c1ccc(C(=O)O)cc1)c1c([nH]c(=O)[nH]c1=O)N2 (centres undefined) the results were MITF primary 9, GPR151 activ 0.5, TEAD-YAP block 9 and FBW7 activator -0.1.
Cc1ccnn1CCC(=O)N[C@H](Cn1nc(-c2cccs2)ccc1=O)C(C)C was read as MITF primary 7, GPR151 activ 0.9, TEAD-YAP block 7 and FBW7 activator 0.0.
`COc1ccc(C2C(C(=O)NCC3CCCO3)c3ccccc3C(=O)N2C)cc1OC` (centres undefined) gave MITF primary -14, GPR151 activ -0.9, TEAD-YAP block -16 and FBW7 activator 0.1.
For O=C(NN1C(=O)c2ccccc2C1=O)c1ccc(Br)cc1 the results were MITF primary 13, GPR151 activ -1.2, TEAD-YAP block 9 and FBW7 activator 0.9.
Cc1ccc(NC(=O)CSc2nc(=O)n(CCCN3CCOCC3)c3c2CCC3)cc1 was read as MITF primary 8, GPR151 activ -0.8, TEAD-YAP block 9 and FBW7 activator 0.0.
For Cc1cc(C)cc(N(CC(=O)NCc2ccco2)C(=O)c2snc(C(N)=O)c2N)c1 the results were MITF primary 10, GPR151 activ -1.6, TEAD-YAP block 10 and FBW7 activator 0.0.
`COc1ccccc1-c1nc(-c2ccc(C)c([N+](=O)[O-])c2)cc(=O)o1` gave MITF primary -7, GPR151 activ -0.7, TEAD-YAP block -5 and FBW7 activator 0.0.
For Cc1ccc(C(NC(=O)Cc2cccs2)C(=O)Nc2ccc3c(c2)OCO3)cc1 (centres undefined) the results were MITF primary -13, GPR151 activ 1.1, TEAD-YAP block -4 and FBW7 activator -0.2.
`Nc1ccc(-c2cc(-c3ccccc3)nc(-c3ccc(N)cc3)n2)cc1` gave MITF primary 13, GPR151 activ -0.8, TEAD-YAP block 11 and FBW7 activator 0.1.
Screening CCOc1ccc2c(c1)c1nnc(SCC3CCCO3)nc1n2C (centres undefined) returned MITF primary 27, GPR151 activ 0.0, TEAD-YAP block -15 and FBW7 activator 0.0.
`S=C(c1ccc(-c2ccccc2)cc1)N1CCOCC1` gave MITF primary 21, GPR151 activ -0.7, TEAD-YAP block -1 and FBW7 activator -0.1.
COc1ccc(C2SCCN2S(=O)(=O)c2ccc(-c3ccccc3)cc2)cc1Br (centres undefined) was read as MITF primary -4, GPR151 activ 0.7, TEAD-YAP block -7 and FBW7 activator -0.1.
C=CCOc1ccccc1CN[C@@H]1C[C@@H](C(=O)NC)N(Cc2ccc3ccccc3c2)C1 was read as MITF primary 3, GPR151 activ 1.4, TEAD-YAP block -2 and FBW7 activator -0.1.
O=C(NCc1cccs1)c1ccc(-c2ccccc2)cc1 was read as MITF primary -7, GPR151 activ -2.5, TEAD-YAP block -51 and FBW7 activator 0.0.
Cc1c(Cl)cccc1N1C(=O)/C(=C/c2ccccc2F)N=C1c1ccc(Br)cc1 was read as MITF primary 4, GPR151 activ 0.8, TEAD-YAP block -2 and FBW7 activator -0.1.
Screening COC(=O)c1c(OCc2cccs2)cc(=O)n2c1CCN(C(C)CO)CC2 (centres undefined) returned MITF primary 4, GPR151 activ 0.9, TEAD-YAP block -13 and FBW7 activator 0.1.
Screening Cc1ccc(Cn2c(S(=O)(=O)O)nc3ccccc32)cc1 returned MITF primary 13, GPR151 activ -0.1, TEAD-YAP block 2 and FBW7 activator 0.3.
For O=C(Nc1ccc([N+](=O)[O-])cc1)c1ccc(Br)o1 the results were MITF primary -1, GPR151 activ 0.9, TEAD-YAP block -12 and FBW7 activator -0.1.
CC(C)C12CN3CC(C(C)C)(CN(C1)C3C(O)C(O)C(O)CO)C2=O (centres undefined) was read as MITF primary -6, GPR151 activ 0.0, TEAD-YAP block -6 and FBW7 activator 0.1.
For Cc1nc(Nc2ccc(NC(=O)c3c(F)cccc3Cl)cc2)cc(-n2ccnc2)n1 the results were MITF primary 3, GPR151 activ -0.7, TEAD-YAP block 1 and FBW7 activator -0.1.
`Fc1ccc(N=c2scc(-c3ccc(Cl)cc3)n2Cc2ccco2)cc1` gave MITF primary 5, GPR151 activ 1.9, TEAD-YAP block -49 and FBW7 activator -0.4.
Screening COc1ccc(CCn2c(-c3ccc(S(=O)(=O)N4CCCC4)cc3)csc2=Nc2ccc(OC)cc2)cc1 returned MITF primary -11, GPR151 activ -0.3, TEAD-YAP block 4 and FBW7 activator 0.0.
For COc1ccc(NC(=O)CSc2cn(Cc3cccc(F)c3)c3ccccc23)c(OC)c1 the results were MITF primary 6, GPR151 activ 0.2, TEAD-YAP block -1 and FBW7 activator 0.0.
`OCCNCCCOc1ccccc1-c1ccccc1` gave MITF primary 11, GPR151 activ 0.2, TEAD-YAP block -2 and FBW7 activator -0.1.
O=C(Nc1cc(Oc2ccc(F)cc2)cc([N+](=O)[O-])c1)c1sc2ccccc2c1Cl was read as MITF primary 6, GPR151 activ -1.6, TEAD-YAP block -5 and FBW7 activator 0.0.
`CN(C)CCN(Cc1ccc(Cl)cc1)c1ccccn1` gave MITF primary 22&2, GPR151 activ -2.2&0.4, TEAD-YAP block 6 and FBW7 activator 0.8&0.0.
Screening CCN(c1cccc(C)c1)S(=O)(=O)c1ccc(Sc2ccc(Br)cc2)c(C(=O)O)c1 returned MITF primary 0, GPR151 activ -0.7, TEAD-YAP block -3 and FBW7 activator 0.2.
For CCN(CCO)Cc1ccc(C(=O)NCC2C3CC4CC(C3)CC2C4)c(=O)[nH]1 (centres undefined) the results were MITF primary 2, GPR151 activ -1.6, TEAD-YAP block 5 and FBW7 activator 0.2.
C=CCNC(=O)/C(C#N)=C/c1c(Oc2cccc(C)c2)nc2ccccn2c1=O was read as MITF primary 12, GPR151 activ -6.1, TEAD-YAP block 19 and FBW7 activator 0.0.
`Cc1ccc(NC(=O)C2(c3cccs3)CCOCC2)c(C)c1` gave MITF primary 0, GPR151 activ 0.8, TEAD-YAP block -3 and FBW7 activator -0.1.
Screening COc1ccc(-c2cnc(SCCNC(=O)Cc3cccc(C)c3)[nH]2)cc1 returned MITF primary -1, GPR151 activ -0.8, TEAD-YAP block -1 and FBW7 activator 0.5.
`COC(=O)c1ccc(CN2C(=O)NC(CC(C)C)C2=O)cc1` (centres undefined) gave MITF primary 17, GPR151 activ 0.3, TEAD-YAP block -43 and FBW7 activator 0.4.
For CCOc1ccccc1NC(=O)c1c(NC(=O)COc2ccc(Cl)cc2)sc2c1CCCCC2 the results were MITF primary 18, GPR151 activ 0.0, TEAD-YAP block -5 and FBW7 activator 0.2.
For O=C(NC(c1ccc2c(c1)OCO2)c1ccccn1)C1CCN(C(=O)N2CCCC2)CC1 (centres undefined) the results were MITF primary 3, GPR151 activ -0.2, TEAD-YAP block 2 and FBW7 activator 1.6.
`COc1ccc(Nc2c([N+](=O)[O-])cc3c4c(cccc24)C(=O)N(C)C3=O)cc1Cl` gave MITF primary 9, GPR151 activ -1.0, TEAD-YAP block 10 and FBW7 activator 0.0.
For COc1cc(/C=N/Nc2nc(C)cc(=O)[nH]2)ccc1OC(=O)c1cccs1 the results were MITF primary 3, GPR151 activ -1.6, TEAD-YAP block 5 and FBW7 activator -0.2.
`Cc1cc(C)cc(NC(=O)CN(c2ccccc2Br)S(C)(=O)=O)c1` gave MITF primary -17, GPR151 activ -1.3, TEAD-YAP block -10 and FBW7 activator 0.0.
For CCc1ccc(NC(=O)CCC(=O)N/N=C/c2ccccc2O)cc1 the results were MITF primary 8, GPR151 activ 1.2, TEAD-YAP block 20 and FBW7 activator 0.1.
O=C(NC1CC1)C1C2C=CC3(CN(Cc4ccccc4Cl)C(=O)C13)O2 (centres undefined) was read as MITF primary 1, GPR151 activ -0.6, TEAD-YAP block 10 and FBW7 activator -0.1.
Screening CN(C)c1ccc(/C=C2/NC(=O)NC2=O)cc1 returned MITF primary 2, GPR151 activ 0.4, TEAD-YAP block -10 and FBW7 activator 0.1.
`O=c1[nH]c(=S)[nH]c(O)c1C=Nc1cccc([N+](=O)[O-])c1` gave MITF primary -7, GPR151 activ 0.0, TEAD-YAP block -5 and FBW7 activator -0.1.
For O=C(COc1ccccc1)Nc1cccc(NC(=O)CSc2ccccc2)c1 the results were MITF primary 8, GPR151 activ 0.3, TEAD-YAP block 1 and FBW7 activator 0.0.
`CC(=O)N/C(=C\c1cccs1)C(=O)O` gave MITF primary 2, GPR151 activ 3.0, TEAD-YAP block 0 and FBW7 activator 0.1.
For CC1=NN(c2ccc(Br)cc2)C(=O)/C1=C/c1ccc(C)s1 the results were MITF primary -2, GPR151 activ 7.5*, TEAD-YAP block 3 and FBW7 activator 0.0.
Screening COC(=O)c1ccc(NC(=S)NC(=O)c2ccc(F)cc2)cc1 returned MITF primary 0, GPR151 activ -0.3, TEAD-YAP block 5 and FBW7 activator -0.2.
`Cc1ccc(NC(=O)N2CCC(CN3CCC(C)CC3)CC2)cc1` gave MITF primary 8, GPR151 activ 0.8, TEAD-YAP block -15 and FBW7 activator -0.1.
Screening COc1cccc(C(=O)Oc2c(Cl)cc(C=O)cc2OC)c1 returned MITF primary 20, GPR151 activ 0.5, TEAD-YAP block 2 and FBW7 activator 0.6.
O=C(CCn1c(=S)[nH]c2cc3c(cc2c1=O)OCO3)N1CCC(O)(c2cccc(C(F)(F)F)c2)CC1 was read as MITF primary 4, GPR151 activ -1.1, TEAD-YAP block -1 and FBW7 activator 0.1.
NS(=O)(=O)c1ccc(NC(=O)COC(=O)c2ccc(N3C(=O)CCC3=O)cc2)cc1 was read as MITF primary 6, GPR151 activ -0.3, TEAD-YAP block -2 and FBW7 activator 0.0.
`COc1ccc([N+](=O)[O-])cc1NC(=O)c1sc2ncnc(N3CCCCC3C)c2c1C` (centres undefined) gave MITF primary -4, GPR151 activ -0.3, TEAD-YAP block 4 and FBW7 activator -0.1.
Cc1c(NC(=O)c2ccc(N3CCOCC3)c([N+](=O)[O-])c2)c(=O)n(-c2ccccc2)n1C was read as MITF primary 9, GPR151 activ 0.5, TEAD-YAP block 11 and FBW7 activator 0.1.
`COc1ccc(NC(=O)CSc2nc3cc4c(cc3c(=O)n2CCC(=O)NCc2ccc3c(c2)OCO3)OCO4)cc1` gave MITF primary 16, GPR151 activ -0.7, TEAD-YAP block 5 and FBW7 activator 0.5.
Screening Cc1ccc2cc3c(N)c(C(=O)Nc4ccc5c(c4)OCCO5)sc3nc2c1 returned MITF primary 9, GPR151 activ -0.5, TEAD-YAP block 71* and FBW7 activator -0.1.
Cc1cc2c(c(=O)n1Cc1ccccn1)C(c1cccc(Cl)c1)C(C#N)=C(N)O2 (centres undefined) was read as MITF primary -4, GPR151 activ -0.4, TEAD-YAP block 8 and FBW7 activator 0.0.
COc1ccc(/C(N)=N/OC(=O)c2cc(Cl)ccc2Cl)cc1 was read as MITF primary 1, GPR151 activ 1.4, TEAD-YAP block -5 and FBW7 activator 0.1.
`CC(C)[C@@H]1NC(=O)[C@H]2CN(Cc3ccccc3)CCN2C1=O` gave MITF primary 16, GPR151 activ 0.2, TEAD-YAP block -4 and FBW7 activator 0.1.
O=C(Nc1cccc(Cn2cccn2)c1)c1cc(F)c(F)cc1Cl was read as MITF primary -5, GPR151 activ 2.4, TEAD-YAP block 10 and FBW7 activator 0.4.
O=C(NCc1ccco1)/C(=C/c1ccc([N+](=O)[O-])cc1)NC(=O)c1ccccc1 was read as MITF primary 10, GPR151 activ -0.1, TEAD-YAP block 11 and FBW7 activator 0.1.
For CCOc1cc(/C=N/NC(N)=S)ccc1OC(=O)c1cccc([N+](=O)[O-])c1 the results were MITF primary 8, GPR151 activ 1.2, TEAD-YAP block 3 and FBW7 activator -0.2.
For Cn1c(=O)c2c(nc(N3CCCCC3)n2CC(O)CO)n(C)c1=O (centres undefined) the results were MITF primary 6, GPR151 activ 0.8, TEAD-YAP block 1 and FBW7 activator 0.1.
CCOc1ncnc2sc(-c3ccccc3)cc12 was read as MITF primary -1, GPR151 activ 1.6, TEAD-YAP block 7 and FBW7 activator 0.1.

Part of the list above in order of count of non-hydrogen atoms, lowest first:
CCOc1ncnc2sc(-c3ccccc3)cc12 was read as MITF primary -1, GPR151 activ 1.6, TEAD-YAP block 7 and FBW7 activator 0.1.
`CN(C)CCN(Cc1ccc(Cl)cc1)c1ccccn1` gave MITF primary 22&2, GPR151 activ -2.2&0.4, TEAD-YAP block 6 and FBW7 activator 0.8&0.0.
O=C(NCc1cccs1)c1ccc(-c2ccccc2)cc1 was read as MITF primary -7, GPR151 activ -2.5, TEAD-YAP block -51 and FBW7 activator 0.0.
Screening COC(=O)c1ccc(NC(=S)NC(=O)c2ccc(F)cc2)cc1 returned MITF primary 0, GPR151 activ -0.3, TEAD-YAP block 5 and FBW7 activator -0.2.
`CC1=CC(c2ccccc2)n2nc(NC(=O)c3ccc(F)cc3)nc2N1` (centres undefined) gave MITF primary -13, GPR151 activ 1.2, TEAD-YAP block 1 and FBW7 activator -0.1.
`COc1ccc(Nc2c([N+](=O)[O-])cc3c4c(cccc24)C(=O)N(C)C3=O)cc1Cl` gave MITF primary 9, GPR151 activ -1.0, TEAD-YAP block 10 and FBW7 activator 0.0.
NS(=O)(=O)c1ccc(NC(=O)COC(=O)c2ccc(N3C(=O)CCC3=O)cc2)cc1 was read as MITF primary 6, GPR151 activ -0.3, TEAD-YAP block -2 and FBW7 activator 0.0.
`COc1ccc([N+](=O)[O-])cc1NC(=O)c1sc2ncnc(N3CCCCC3C)c2c1C` (centres undefined) gave MITF primary -4, GPR151 activ -0.3, TEAD-YAP block 4 and FBW7 activator -0.1.
